M5 PAM: positive allosteric modulators of human muscarinic M5 receptor; AID 624038; CHO-K1 hM5, Fluo-8 calcium, ACh EC20 PAM; 0% = ACh EC20, 100% = ACh EC100; P08912; actives 0.3% (n = 360,000); activation, % at 3 µM;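 active means activation above the run cutoff, the mean activation of all test compounds plus 3 SD, cut at about 18% in these data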
Target sequence (P08912 whole entry, looked up): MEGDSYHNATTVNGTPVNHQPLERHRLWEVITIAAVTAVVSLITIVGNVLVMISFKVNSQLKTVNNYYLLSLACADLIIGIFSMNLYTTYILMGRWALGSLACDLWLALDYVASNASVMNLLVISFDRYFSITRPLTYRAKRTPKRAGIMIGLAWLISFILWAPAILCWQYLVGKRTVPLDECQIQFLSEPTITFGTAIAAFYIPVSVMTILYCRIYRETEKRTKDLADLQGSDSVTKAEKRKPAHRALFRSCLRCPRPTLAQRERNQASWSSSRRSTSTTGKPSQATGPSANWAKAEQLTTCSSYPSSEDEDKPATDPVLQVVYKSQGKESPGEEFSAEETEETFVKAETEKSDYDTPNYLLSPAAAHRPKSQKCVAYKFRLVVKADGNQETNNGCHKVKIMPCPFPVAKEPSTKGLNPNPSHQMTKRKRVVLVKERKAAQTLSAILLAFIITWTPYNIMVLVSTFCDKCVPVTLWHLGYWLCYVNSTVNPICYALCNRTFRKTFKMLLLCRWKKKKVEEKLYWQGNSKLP
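Test system: CHO-K1 hM5 cells / Doses: single-point, 3 µM nominal / Times: Post-acetylcholine fluorescence recording 140 s / Technique: Fluo-8 calcium fluorescence / Measure: Max/basal fluorescence ratio as % of EC20–EC100 ACh window / Benchmarks: low control EC20 acetylcholine (0%), high control EC100 acetylcholine (100%) / Replicates: one well per compound, no replicates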
TAAR1 agonist: human TAAR1 agonism; actives 0.99% (n = 360,000); AID 624467; CHO RD-HGA16 TAAR1, Fluo-8 calcium fluorescence; vehicle wells 0%, saturating PEA agonist 100%; Q96RJ0; activation, % at 3 µM;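 active means activation above the mean activation of all test compounds in the run plus 3 SD, cut at about 38% in these data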
Target sequence (Q96RJ0 whole entry, looked up): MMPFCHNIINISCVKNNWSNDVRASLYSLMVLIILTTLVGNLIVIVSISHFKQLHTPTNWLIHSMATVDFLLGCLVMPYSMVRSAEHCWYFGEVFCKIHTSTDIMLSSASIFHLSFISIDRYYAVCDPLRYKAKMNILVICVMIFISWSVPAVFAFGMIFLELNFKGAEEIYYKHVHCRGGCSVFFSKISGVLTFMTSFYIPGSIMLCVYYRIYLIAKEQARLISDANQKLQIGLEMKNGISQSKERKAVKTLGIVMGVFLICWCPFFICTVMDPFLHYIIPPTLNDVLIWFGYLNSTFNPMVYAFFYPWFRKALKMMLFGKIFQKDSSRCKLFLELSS
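Benchmarks: low control DMSO, high control PEA (EC100); System: CHO RD-HGA16 cells carrying human TAAR1 plus Gα16; Detection: Fluo-8 fluorescence, 5 s baseline then 140 s kinetic read; Schedule: 17-24 h plating, Fluo-8 75 min 37 °C, 30 min RT; Read-out basis: % activation from peak over basal fluorescence ratio, DMSO-to-PEA scaled.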
CHRM5 agonist: agonists of human muscarinic M5 receptor (CHRM5) | activation, % at 3 µM | actives 0.19% (n = 360,000) | CHO-K1 hM5 cells, Fluo-8 calcium fluorescence; 0% DMSO wells, 100% maximal acetylcholine response | AID 624037;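 active means activation above the run's mean over test compounds plus 3 SD, cut at about 23% in these data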;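 further: signal is peak over basal fluorescence ratio across the kinetic read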
M5 antag: CHRM5 antagonism in calcium assay | P08912 | actives 0.59% (n = 360,000) | inhibition, % at 3 µM | CHO-hM5 cells, Fluo-8 calcium fluorescence, ACh EC80 | AID 624040;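 active means inhibition above a per-plate cutoff, the mean of that plate's test compounds plus 3 SD, cut at about 27% in these data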;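 further: 0% = acetylcholine EC80 with DMSO and 100% = DMSO without agonist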
CHRM4 agonist: CHRM4 agonism in calcium assay. CHO-K1 hM4/Gqi5, Fluo-8 calcium fluorescence; vehicle 0%, full acetylcholine response 100%. P08173. activation, % at 3 µM. actives 0.14% (n = 360,000). AID 624127;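 active means activation above the run mean over all test wells plus 3 SD, cut at about 32% in these data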;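 further: peak over basal fluorescence ratio per well then scaled between controls; 0% = DMSO wells and 100% = acetylcholine at EC100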
CHRM1 agonist: activates human CHRM1 receptor. P11229. actives 0.33% (n = 360,000). CHO-K1 hM1, Fluo-8 calcium fluorescence, agonist mode; 0% DMSO, 100% acetylcholine EC100. activation, % at 3 µM;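 active means activation above the run's mean compound activation plus 3 SD, cut at about 16% in these data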;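 further: peak over basal fluorescence ratio within a 140 s kinetic read after compound addition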
M1 PAM: potentiates human M1 receptor response to acetylcholine; activation, % at 3 µM; actives 0.088% (n = 360,000); CHO-K1 hM1, Fluo-8 calcium fluorescence, ACh EC20; 0% = ACh EC20, 100% = maximal ACh; in the data active means activation above about 19%, passing the limit was not always enough
CHRM1 antagonist: antagonists of human M1 muscarinic receptor; CHO-K1 hM1, Fluo-8 calcium fluorescence, ACh EC80 antagonist; AID 588852; actives 1.3% (n = 360,000); inhibition, % at 3 µM;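 active means percent inhibition above its own plate's cutoff, namely the mean of that plate's compound wells plus 3 SD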;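 further: peak over basal fluorescence ratio during 140 s after agonist addition; 0% = ACh EC80 plus DMSO and 100% = DMSO alone without agonist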
M4 antag: antagonists of human muscarinic M4 receptor (CHRM4); P08173; CHO-hM4 cells, ACh EC80, Fluo-8 calcium fluorescence; inhibition, % at 3 µM; actives 0.73% (n = 360,000);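 active means inhibition above its plate's cutoff, the mean inhibition of sample wells plus 3 SD, cut at about 27% in these data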;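 further: 0% = acetylcholine EC80 with DMSO and 100% = DMSO without agonist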
* hit, by the source's call. Not all compounds are listed. The share of hits here may be higher or lower than overall.

SMILES | M5 PAM | TAAR1 agonist | CHRM5 agonist | M5 antag | CHRM4 agonist | CHRM1 agonist | M1 PAM | CHRM1 antagonist | M4 antag
C[C@H](O)CNC(=O)c1[nH]cnc1C(=O)N[C@@H](C)c1ccccc1 | 8 | 1 | 1 | -7 | 1 | -4 | -4 | 4 | -3
CCN(C[C@H]1N[C@@](CC)(C(=O)OC)[C@H]2C(=O)N(Cc3ccccc3)C(=O)[C@@H]12)C(=O)COc1ccccc1 | -2 | 1 | 1 | -5 | 6 | -1 | 15 | -25 | -21
COc1ccc(Nc2nc(N)nc(CN3CCN(c4ccccn4)CC3)n2)cc1 | 2 | 6 | -3 | 1 | 2 | -8 | 1 | -12 | -3
COc1ccc(CNC(=O)c2cnc3n(c2=O)CCS3)cc1 | 2 | 1 | 0 | 1 | 0 | -3 | 9 | -16 | -3
COc1ccc2cc(-c3[nH]ncc3CN3CCCN(c4ccccc4)CC3)ccc2c1 | 3 | -2 | -5 | -1 | 6 | -6 | -10 | 1 | -7
Cc1ccc(S(=O)(=O)N2CCN(C(=O)CCn3cncn3)CC2)cc1 | -3 | -1 | -2 | 4 | 1 | -2 | 3 | -4 | -4
C[N+]1(C2CCC3CCCC2C3O)CCCC1 (stereo unspecified) | 6 | 5 | -3 | -12 | 1 | 1 | 4 | -11 | -20
O=C(Nc1ccccc1N1CCOCC1)c1ccc2c(c1)OCCO2 | -1 | 1 | -1 | 9 | 4 | -4 | 7 | -9 | 1
CCCCCNC(=O)c1ccc2c(=O)n(CCCOCC)c(=S)[nH]c2c1 | 8 | 3 | 1 | 0 | 1 | -4 | 3 | 0 | -5
NNC(=O)Cc1cc(=O)[nH][nH]1 | 0 | 2 | 0 | 0 | 0 | -2 | 3 | -12 | -8
c1ccc(CC2CCN(c3nc4ccccc4n4cnnc34)CC2)cc1 | -3 | -2 | -2 | 1 | -3 | -1 | 4 | -6 | 0
CC(=O)Cc1nsc(Nc2ccc(Cl)cc2)n1 | 5 | 3 | 4 | 2 | 4 | -5 | 3 | 2 | 4
CN(C(=O)CSc1nnc(Nc2ccccc2)s1)C1CCS(=O)(=O)C1 (stereo unspecified) | 4 | 3 | -4 | 6 | 0 | -7 | 8 | -1 | -12
COc1ccc2ccccc2c1/C=N/NC(=O)CC1(C)OCCCO1 | -1 | 4 | -2 | -1 | 2 | -6 | 11 | -14 | -2
COc1ccc(C(=O)Nc2cccc(/C(C)=N/NC(=O)c3ccc([N+](=O)[O-])cc3)c2)cc1OC | -6 | 17 | -2 | -1 | 4 | -1 | 0 | -17 | 0

Grouped by structure: the entries above containing a carbonyl joined to an NH by a bond outside any ring.
SMILES | M5 PAM | TAAR1 agonist | CHRM5 agonist | M5 antag | CHRM4 agonist | CHRM1 agonist | M1 PAM | CHRM1 antagonist | M4 antag
C[C@H](O)CNC(=O)c1[nH]cnc1C(=O)N[C@@H](C)c1ccccc1 | 8 | 1 | 1 | -7 | 1 | -4 | -4 | 4 | -3
COc1ccc(CNC(=O)c2cnc3n(c2=O)CCS3)cc1 | 2 | 1 | 0 | 1 | 0 | -3 | 9 | -16 | -3
O=C(Nc1ccccc1N1CCOCC1)c1ccc2c(c1)OCCO2 | -1 | 1 | -1 | 9 | 4 | -4 | 7 | -9 | 1
CCCCCNC(=O)c1ccc2c(=O)n(CCCOCC)c(=S)[nH]c2c1 | 8 | 3 | 1 | 0 | 1 | -4 | 3 | 0 | -5
NNC(=O)Cc1cc(=O)[nH][nH]1 | 0 | 2 | 0 | 0 | 0 | -2 | 3 | -12 | -8
COc1ccc2ccccc2c1/C=N/NC(=O)CC1(C)OCCCO1 | -1 | 4 | -2 | -1 | 2 | -6 | 11 | -14 | -2
COc1ccc(C(=O)Nc2cccc(/C(C)=N/NC(=O)c3ccc([N+](=O)[O-])cc3)c2)cc1OC | -6 | 17 | -2 | -1 | 4 | -1 | 0 | -17 | 0

Carrying on:
SMILES | M5 PAM | TAAR1 agonist | CHRM5 agonist | M5 antag | CHRM4 agonist | CHRM1 agonist | M1 PAM | CHRM1 antagonist | M4 antag
COc1ccc(N2C(N)=NC(N)=NC23CCCC3)cc1 | -5 | 7 | -11 | -2 | 1 | -2 | 3 | -18 | 6
COc1ccc(OC)c(C2CC(=O)OC3=C2C(=O)CC(C)(C)C3)c1 (stereo unspecified) | 6 | 1 | 2 | 3 | 0 | -2 | 9 | -11 | -12
Nc1c(C(=O)Nc2ccccc2F)sc2nc(Cc3ccccc3)cc(C(F)(F)F)c12 | 2 | 9 | 3 | -6 | 1 | 1 | -1 | -4 | -11
O=C(NC(=S)NC1CCCC1)c1ccccc1Br | -7 | -3 | -5 | 3 | -1 | -8 | -10 | 4 | -4
Cc1ccc(-c2c(C#N)c(N)n(-c3ccccc3C)c(=O)c2C#N)cc1 | 3 | 8 | 2 | 2 | 2 | 1 | 0 | -10 | 14
Cc1ccc(/C=N/NC(=O)c2cc(-c3cccnc3)nc3ccccc23)cc1 | 3 | 6 | -2 | 8 | 3 | -4 | 3 | -3 | 4
N#CCCN1CCN(C(=S)c2ccc(-c3ccc(Cl)c(Cl)c3)o2)CC1 | -12 | -1 | -1 | 6 | 5 | -4 | 2 | -5 | 5
CC(=O)Nc1ccc(NC(=O)C2CCCN(C(=O)c3ccc(Cl)cc3)C2)cc1 (stereo unspecified) | 2 | 2 | -1 | 3 | 1 | -3 | 3 | 2 | -1
CCc1ccc2[nH]c(=O)c(Cc3ccccc3)c(O)c2c1 | 8 | 0 | 2 | -3 | 0 | 0 | 7 | -5 | 5
COc1ccc(N2C(=O)CC(N(CCc3ccc(OC)c(OC)c3)C(=S)Nc3ccccc3)C2=O)cc1 (stereo unspecified) | -10 | 8 | 0 | 7 | 6 | 1 | -3 | 7 | -1
CC(C)OC(=O)c1nnn(-c2nonc2N)c1CN1CCCCCC1 | 2 | 5 | 0 | -3 | 0 | -6 | 5 | 3 | -3
CC(C)(C)OC(=O)N(CCc1ccccc1)Cc1cccc(OCc2cccc(NC(=O)/C=C/c3ccccc3)c2)c1 | -6 | 2 | 1 | 3 | 0 | 3 | 13 | -5 | -12
O=C1C(N2CCOCC2)=Cc2cccc3cccc1c23 | -4 | 11 | 18 | 15 | 5 | -2 | 10 | -12 | -3
Cc1ccccc1NS(=O)(=O)c1ccc(C(=O)N2CCN(S(=O)(=O)c3ccccc3)CC2)cc1 | -7 | 8 | 4 | -2 | 2 | -2 | 0 | -4 | -6
Cc1ccccc1NC(=S)NC(=O)Cc1ccc(Cl)cc1 | 6 | 82* | 26* | 8 | 19 | 30* | 7 | 14 | 12

In the list so far, 2 have two or more sulfur atoms:
SMILES | M5 PAM | TAAR1 agonist | CHRM5 agonist | M5 antag | CHRM4 agonist | CHRM1 agonist | M1 PAM | CHRM1 antagonist | M4 antag
CN(C(=O)CSc1nnc(Nc2ccccc2)s1)C1CCS(=O)(=O)C1 (stereo unspecified) | 4 | 3 | -4 | 6 | 0 | -7 | 8 | -1 | -12
Cc1ccccc1NS(=O)(=O)c1ccc(C(=O)N2CCN(S(=O)(=O)c3ccccc3)CC2)cc1 | -7 | 8 | 4 | -2 | 2 | -2 | 0 | -4 | -6

Remaining list, next part.
SMILES | M5 PAM | TAAR1 agonist | CHRM5 agonist | M5 antag | CHRM4 agonist | CHRM1 agonist | M1 PAM | CHRM1 antagonist | M4 antag
C=CC[C@@H](Cc1ccc(F)cc1)C(=O)OC[C@H]1CCCN1C(=O)[C@@H](CC=C)CC(=O)N[C@H](CO)Cc1ccccc1 | -31 | 22 | 2 | 21 | 23 | 2 | 5 | 11 | 13
CCN1CCN(Cc2c(O)ccc3c(=O)c(-c4ccc(OC)c(OC)c4)c(C)oc23)CC1 | -1 | 7 | 0 | -6 | 1 | 0 | 10 | -14 | -2
Cn1nnc2c(C(N)=O)ncn2c1=O | 4 | 0 | 1 | -2 | 1 | -2 | 5 | -35 | 16
CCc1ccc2c(c1)C(=O)C(=O)N2CC(=O)Nc1ccc(NC(=O)c2ccccn2)cc1 | -2 | 1 | -3 | -5 | 3 | -1 | 12 | -3 | 6
NC(=O)NC(=O)CC1S/C(=N/N=C2\CSC(=O)N2)NC1=O (stereo unspecified) | 3 | 0 | 3 | 7 | 1 | 1 | 11 | -13 | 6
Cc1ccc(C(=O)OC/C(O)=C(\C#N)c2nc3ccccc3[nH]2)cc1S(=O)(=O)N1CCOCC1 | -12 | 6 | -1 | 8 | 2 | -7 | -13 | 12 | 2
CCn1c(NC(=O)c2cccs2)c(-c2cccs2)c(=O)c2ccccc21 | -2 | 8 | -3 | -8 | 1 | -4 | -2 | -2 | -15
O=C(Cc1ccc(F)cc1)OCn1nnc2ccccc2c1=O | 0 | 0 | -2 | 6 | 2 | -2 | 5 | -33 | -8
C[N+]1(CC(=O)Nc2ccc(F)cc2)CCN(C(=O)c2ccco2)CC1 | 1 | 12 | -8 | -4 | 0 | -8 | -20 | 56* | 2
NCC(c1ccc(Cl)cc1Cl)c1c[nH]c2ccccc12 (stereo unspecified) | -2 | 45* | 11 | 8 | 35* | 3 | 0 | 9 | 17
Cc1ccc(CNC(=O)c2ccccc2-n2cnnn2)cc1 | -1 | 1 | -1 | 16 | 1 | -3 | 1 | -3 | 5
Cc1c(C(=O)N2CCOCC2)oc2ccc(Br)cc12 | -21 | 0 | 2 | 16 | 13 | 0 | 1 | 0 | 9
Nc1ccn([C@@H]2O[C@H](CNCc3ccc(-c4cc(C(F)(F)F)ccc4Cl)o3)[C@@H](O)[C@H]2O)c(=O)n1 | 4 | 0 | -1 | -4 | 0 | 0 | 11 | -10 | -6
O=C(/C=C/c1cc(Br)ccc1F)OCC(=O)N1CCCC1 | 0 | 6 | 0 | 3 | 2 | -6 | 5 | 2 | 5
COc1ccc(C2CC(c3cccs3)=NN2C(=O)c2ccco2)cc1OC (stereo unspecified) | 5 | 5 | 1 | -15 | 5 | 1 | 6 | -5 | -5
O=C(CN1CCN(C(C(=O)Nc2cc(C(F)(F)F)ccc2Cl)c2ccccc2)CC1)NC1CC1 (stereo unspecified) | 9 | -3 | 3 | 6 | 2 | -2 | -7 | 1 | 8
O=C(COC(=O)CNC(=O)c1ccccc1F)NCCC1=CCCCC1 | 2 | 0 | 0 | 7 | 0 | -2 | 6 | -2 | 3
CCNC(=S)NCc1ccc(F)cc1 | -4 | 2 | -2 | 3 | 1 | -4 | 4 | -3 | -5
COCCN(C(=O)COC(=O)/C=C/c1cccc(OC)c1)c1c(N)n(CC(C)C)c(=O)[nH]c1=O | 3 | 1 | 2 | 4 | 0 | -2 | 1 | 4 | -1

Screens from PubChem BioAssay.
